CendR NRP1 mod – modulators of CendR peptide binding to NRP-1, primary screen, biochemical, fluorescence polarization, uHTS; AID 602438, 2012; FAM-RPARPAR peptide binding to NRP-1; 0.85% of 360,000 active; inhibition, % at 25 µM; Neuropilin-1 (Homo sapiens), O14786;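 active = inhibition or corrected inhibition above about 18%, plus a signal ratio from 0.5 to 1.5, limit read from the data, passing the limit was not always enough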; also: strong numbers were not always called active
PABP1 MLLE inh – inhibitors of PABP1 MLLE–PAM2 peptide binding, primary screen, biochemical, fluorescence polarization, FITC-PAM2, GST-MLLE | 0.36% of 360,000 active | inhibition, % at 20 µM; in the data active = inhibition above about 35%, passing the limit was not always enough;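 also: plate controls were DMSO wells with GST-MLLE for no effect and wells lacking GST-MLLE protein for full effect; some results filed as inactive read as strong as hits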
FAS-TE inh – FAS thioesterase domain inhibitors, primary screen, biochemical, fluorescence intensity, uHTS; recombinant FAS-TE, OMFH fluorogenic substrate, fluorescence endpoint; inhibition, % at 15 µM; 0.67% of 360,000 active;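 active = compounds whose normalised, plate-corrected inhibition of enzyme fluorescence in the single-dose primary screen is 50% or more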;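 also: 0% = DMSO with enzyme and 100% = substrate without enzyme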
SKN-1 inh – suppressors of acrylamide-induced Pgst-4::GFP reporter in worms, primary screen, SKN-1 inhibitor project, whole organism, uHTS, GFP/RFP fluorescence ratio, strain VP596. C. elegans VP596 Pgst-4::GFP/RFP ratio, 24 h. inhibition, % at 21.8 µM. 0.49% of 360,000 active. AID 624304, 2012;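 active = interference check ratio from 0.5 to 1.5 plus GFP to RFP signal ratio inhibition reaching or exceeding a fixed threshold, cut at about 30% in these data, passing the limit was not always enough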; also: some compounds called inactive have numbers as strong as hits
Neddylation inh – inhibitors of cullin neddylation, primary screen, biochemical, TR-FRET, uHTS, NAE and Ubc12 | calls only at 25 µM | 0.58% of 360,000 active | AID 651699, 2012; in the data active = inhibition above about 36%
MsrA act – bovine MsrA enzyme activators, primary screen, biochemical, absorbance, HTS | purified bovine MsrA, absorbance read-out | AID 602163, 2012 | Methionine sulfoxide reductase A (Bos taurus) | activation, % at 10.6 µM | 0.3% of 360,000 active; in the data active = activation above about 7.5%;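 also: 0% = vehicle and 100% = reference activator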
Rin1-Abl PPI inh – inhibitors of Rin1-Abl protein binding, primary screen, biochemical, TR-FRET. 0.4% of 360,000 active. Tyrosine-protein kinase ABL1 (Homo sapiens) + Ras and Rab interactor 1 (Homo sapiens), …. inhibition, % at 7.35 µM; in the data active = inhibition above about 5%, passing the limit was not always enough
Target sequence (P00519 whole entry, looked up): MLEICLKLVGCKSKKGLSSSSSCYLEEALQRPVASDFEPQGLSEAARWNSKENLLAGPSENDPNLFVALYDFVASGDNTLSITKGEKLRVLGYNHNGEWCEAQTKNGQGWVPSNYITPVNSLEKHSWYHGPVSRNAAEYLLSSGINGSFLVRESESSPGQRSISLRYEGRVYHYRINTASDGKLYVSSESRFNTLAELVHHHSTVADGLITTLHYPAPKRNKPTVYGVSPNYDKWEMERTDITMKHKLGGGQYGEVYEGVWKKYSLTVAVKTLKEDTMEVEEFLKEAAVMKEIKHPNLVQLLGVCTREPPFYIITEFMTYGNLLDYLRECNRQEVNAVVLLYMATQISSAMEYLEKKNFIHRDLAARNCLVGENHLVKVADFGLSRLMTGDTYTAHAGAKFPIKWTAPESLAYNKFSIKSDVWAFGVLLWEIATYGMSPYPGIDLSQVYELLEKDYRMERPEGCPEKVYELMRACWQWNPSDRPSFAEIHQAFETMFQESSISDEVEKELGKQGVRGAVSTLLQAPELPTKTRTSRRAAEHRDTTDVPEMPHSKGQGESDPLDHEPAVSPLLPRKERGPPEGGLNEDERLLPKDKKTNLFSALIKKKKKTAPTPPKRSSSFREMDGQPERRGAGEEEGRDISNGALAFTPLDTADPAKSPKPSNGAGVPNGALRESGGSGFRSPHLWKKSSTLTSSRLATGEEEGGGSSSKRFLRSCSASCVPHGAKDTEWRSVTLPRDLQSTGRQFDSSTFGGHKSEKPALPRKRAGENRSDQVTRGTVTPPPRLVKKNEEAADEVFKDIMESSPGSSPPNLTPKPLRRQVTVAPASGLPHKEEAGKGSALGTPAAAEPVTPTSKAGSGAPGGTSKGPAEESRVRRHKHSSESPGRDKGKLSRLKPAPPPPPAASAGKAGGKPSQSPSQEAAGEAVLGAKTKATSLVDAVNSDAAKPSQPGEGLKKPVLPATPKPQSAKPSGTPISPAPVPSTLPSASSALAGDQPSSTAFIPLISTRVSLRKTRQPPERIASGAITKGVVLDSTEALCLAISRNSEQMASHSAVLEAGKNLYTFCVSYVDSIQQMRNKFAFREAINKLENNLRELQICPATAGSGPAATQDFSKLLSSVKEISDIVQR
Target sequence (Q13671 whole entry, looked up): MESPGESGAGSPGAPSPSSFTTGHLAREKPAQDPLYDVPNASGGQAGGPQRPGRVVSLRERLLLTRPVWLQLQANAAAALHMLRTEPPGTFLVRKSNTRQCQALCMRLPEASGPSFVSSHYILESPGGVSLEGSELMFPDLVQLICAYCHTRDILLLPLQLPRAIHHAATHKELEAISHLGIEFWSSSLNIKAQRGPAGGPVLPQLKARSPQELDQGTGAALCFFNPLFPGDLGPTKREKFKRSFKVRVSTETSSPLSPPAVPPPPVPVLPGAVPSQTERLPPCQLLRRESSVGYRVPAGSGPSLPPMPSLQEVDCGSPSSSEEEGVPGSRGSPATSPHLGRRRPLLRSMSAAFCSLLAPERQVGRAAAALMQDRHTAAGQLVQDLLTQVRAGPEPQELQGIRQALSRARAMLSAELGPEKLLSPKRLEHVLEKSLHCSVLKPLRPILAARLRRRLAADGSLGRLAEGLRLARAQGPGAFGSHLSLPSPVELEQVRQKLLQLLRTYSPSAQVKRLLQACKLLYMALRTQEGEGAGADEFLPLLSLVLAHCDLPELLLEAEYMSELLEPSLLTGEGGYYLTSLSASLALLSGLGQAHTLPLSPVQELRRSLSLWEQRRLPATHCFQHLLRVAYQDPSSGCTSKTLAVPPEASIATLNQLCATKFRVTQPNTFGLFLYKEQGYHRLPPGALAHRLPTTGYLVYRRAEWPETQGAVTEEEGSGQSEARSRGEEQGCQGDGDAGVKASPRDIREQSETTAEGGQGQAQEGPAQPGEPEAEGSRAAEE
MT1-MMP act inh – blockers of MT1-MMP proenzyme processing, primary screen, HT1080 RFP-PRO-GFP cells, GFP/RFP fluorescence; GFP/RFP ratio change, % at 20 µM; GFP/RFP ratio fluorescence, overnight; percent of plate control window, DMSO zero; Matrix metalloproteinase-14 (Homo sapiens), P50281; 0.061% of 360,000 active; AID 651647, 2012;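 active = GFP/RFP ratio change of at least 30% with cell ATP level not reduced by more than half and red fluorescence within 50% of control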; also: strong numbers were not always called active
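system = RFP-PRO-GFP reporter HT1080 cells | dosing = 20 µM single dose, 1% DMSO | timing = overnight cell settling, then overnight compound exposure, 37 °C, 5% CO2 | read-out basis = GFP/RFP fluorescence ratio | controls = DMSO and RFP-L50D-GFP cell wells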
E coli Lon inh – inhibitors of E. coli Lon protease, primary screen, biochemical, fluorescence polarization. 0.42% of 360,000 active. purified E. coli Lon protease. inhibition, % at 7.94 µM. P0A9M0. AID 602123, 2011; in the data active = inhibition above about 13%, passing the limit was not always enough;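 also: 0% = enzyme with probe and DMSO and 100% = no enzyme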
* marks the source's active call; other numbers are inactive results; i = inactive; / = no result given.

Value order – CendR NRP1 mod	PABP1 MLLE inh	FAS-TE inh	SKN-1 inh	Neddylation inh	MsrA act	Rin1-Abl PPI inh	MT1-MMP act inh	E coli Lon inh
N#Cc1cccc(Cn2cc(C(F)(F)F)ccc2=O)c1
  1	-2	0	-17	i	-8	-2	2	3
CC(=O)c1ccc(NC(=S)NC(C)c2ccc(Cl)cc2Cl)cc1 (configuration not stated)
  9	20	40	-18	i	-6	-2	6	-7
Cc1nc(C(=O)N2CCC(n3nccc3NC(=O)Nc3ccccc3Cl)CC2)cs1
  -1	-3	-5	17	i	-4	1	-1	-6
O=C(c1ccncc1)N1CCCC(N2CCN(c3cccc(C(F)(F)F)c3)CC2)C1 (configuration not stated)
  -1	5	-1	22	i	-1	-2	-4	1
O=C(CN1CCN(S(=O)(=O)c2ccc(Cl)c(Cl)c2)CC1)N1CCCCC1
  15	8	-2	4	i	-3	0	-5	-4
CC1=CCC2C(=O)N(c3ccc(C(=O)N4CCCCCC4)cc3)C(=O)C2C1 (configuration not stated)
  -11	-4	-1	1	i	-6	-3	1	7
CCOC(=O)C1CCN(CC(=O)Nc2ccc(OC)c(S(=O)(=O)N3CCCCC3)c2)CC1
  5	-13	1	6	i	3	-2	1	-4
Cc1ccc(-n2nc3c(c2NC(=O)c2ccccc2)CS(=O)(=O)C3)cc1C
  6	2	1	18	i	-1	-3	0	1
CSc1ccc(CN2C(=O)NC3(CCCCCCC3)C2=O)cc1
  -2	5	2	8	i	-2	4	0	0
COc1cc(NC(=S)NC(C)=O)ccc1NC(=O)C(C)C
  -17	19	-7	-2	i	-10	4	0	9
CCN(CC(=O)Nc1c(F)cccc1F)C(=O)CN1c2cccc3cccc(c23)S1(=O)=O
  6	2	-6	7	i	-4	-3	-3	12
CC(=O)N(CC1CCCO1)c1nnc(-c2cnccn2)s1 (configuration not stated)
  -5	12	-12	4	i	-11	3	1	-2
O=[N+]([O-])c1ccc(N2CCOCC2)nc1
  -11	-4	-4	10	i	-2	-3	5	-1
CCn1c(SCC(=O)NNC(=O)c2ccc(C)cc2)nnc1-c1ccncc1
  3	5	-6	-2	i	2	3	1	-6
CCN(Cc1ccccc1)S(=O)(=O)c1ccc(C(=O)N(CCCN(C)C)c2nc3cc(OC)ccc3s2)cc1
  -2	-7	22	-6	i	3	2	4	-11

A draw from above in order of number of heavy atoms, rising:
Value order – CendR NRP1 mod	PABP1 MLLE inh	FAS-TE inh	SKN-1 inh	Neddylation inh	MsrA act	Rin1-Abl PPI inh	MT1-MMP act inh	E coli Lon inh
O=[N+]([O-])c1ccc(N2CCOCC2)nc1
  -11	-4	-4	10	i	-2	-3	5	-1
O=C(c1ccncc1)N1CCCC(N2CCN(c3cccc(C(F)(F)F)c3)CC2)C1 (configuration not stated)
  -1	5	-1	22	i	-1	-2	-4	1
CCOC(=O)C1CCN(CC(=O)Nc2ccc(OC)c(S(=O)(=O)N3CCCCC3)c2)CC1
  5	-13	1	6	i	3	-2	1	-4

(list continues)
Value order – CendR NRP1 mod	PABP1 MLLE inh	FAS-TE inh	SKN-1 inh	Neddylation inh	MsrA act	Rin1-Abl PPI inh	MT1-MMP act inh	E coli Lon inh
CCCn1c(SCc2cc(=O)[nH]c3ccccc23)nc2c1c(=O)n(C)c(=O)n2C
  4	8	-8	0	i	-7	0	-1	-11
CC(=O)Nc1cccc(-c2ccnc3c2CC(C(=O)Nc2ccc(C(C)C)cc2)O3)c1 (configuration not stated)
  -8	15	14	10	i	-1	1	2	-4
Cc1cccc(C)c1-n1nnnc1SCc1nc(N)nc(N(C)C)n1
  3	-20	-1	9	i	-5	-2	-11	-6
Cc1cnc(NC(=O)c2cccs2)s1
  5	-4	-4	1	i	-13	3	1	0
Cc1cccc(C)c1NC(=O)C(Cl)C(=O)c1ccccc1 (configuration not stated)
  2	25	17	2	i	-2	-1	-3	3
O=C(Nc1cccc2ccccc12)C1CCCC1
  8	-7	-4	-5	i	-2	-1	0	-1
O=C(C1CCN(c2nnnn2-c2ccccc2)CC1)N1CCN(c2ccccc2)CC1
  -5	4	-5	-3	i	5	2	5	1
CCCCn1c(N)c(N(CC)C(=O)c2cccc(OCc3ccccc3)c2)c(=O)[nH]c1=O
  3	4	1	-2	i	0	2	-5	-2
CC(C)(C)NC(=O)C(c1ccncc1)N(Cc1cccs1)C(=O)Cn1nnc(-c2cccs2)n1 (configuration not stated)
  5	11	-1	6	i	-2	0	-26	-10
COc1cc(OC)cc(C2=Cc3ccccc3C(CC(C)=O)N2c2ccc(C#CCCO)cc2)c1 (configuration not stated)
  -1	/	16	7	/	-3	/	1	-3
O=C(NCCN1C(=O)C2C3C=CC(C3)C2C1=O)Nc1ccc(Br)cc1 (configuration not stated)
  -1	-11	-5	13	i	-3	-1	1	-6
CC(C)(O)C#Cc1ccc(C(=O)N2CCN(c3ccc(F)cc3)CC2)cc1
  5	1	1	-1	i	-9	1	-6	5
CCn1nc(C)cc1-c1n[nH]c(=S)n1N
  10	-41	-6	3	i	3	-3	6	6
CC(Sc1nncn1-c1ccccc1)C(=O)Nc1cccc([N+](=O)[O-])c1 (configuration not stated)
  1	-4	-6	-3	i	-10	1	1	12
COc1ccc(CNS(=O)(=O)c2cc(Br)cc3c2N(C(C)=O)C(C)C3)cc1 (configuration not stated)
  7	5	2	-3	i	3	-1	-2	-14
O=C(COc1ccc(Br)cc1Br)NC(=O)NC1CCCC1
  6	-1	22	7	i	-4	2	2	4
C=CCOC(=O)N1CCC2CC1c1c(-c3ccc(C(F)(F)F)cc3)cccc12 (configuration not stated)
  11	-3	17	-1	i	-1	0	0	-4
CC1(C(=O)N(CC(=O)NC2CCCC2)Cc2ccccc2)CC(=O)N=C2C=CC=CN21 (configuration not stated)
  9	9	-4	-3	/	-3	1	-4	-15
N#Cc1nc(-c2ccccc2F)oc1NCc1ccccc1
  -8	-11	16	13	/	0	-1	1	-3
Cc1cccc(NC(=O)CSc2nnc(-c3ccc(S(=O)(=O)N4CCOCC4)cc3)n2C)c1
  -1	13	-7	-2	i	-8	-2	5	-8
CCOC(=O)C1CCN(S(=O)(=O)c2ccccc2)CC1
  -6	-2	-2	0	i	-5	-1	3	0
COc1cc(-c2cc(N3C(=O)Nc4ccccc4N3O)n[nH]2)cc(OC)c1OC
  -1	13	-7	-15	i	-15	4	8	4
O=C(CCNS(=O)(=O)c1ccccc1)OCc1ccc([N+](=O)[O-])cc1
  -15	-3	6	7	i	-2	2	0	-1
CCN(Cc1cc2cc(C)ccc2[nH]c1=O)C(=O)c1cccc([N+](=O)[O-])c1
  7	-1	14	1	i	-2	-3	3	-1
O=S(=O)(NCC1CCCO1)c1ccc(Cl)cc1 (configuration not stated)
  0	-10	-8	-3	i	-2	0	-4	6
CCOc1ccccc1C1CC(c2ccc(Cl)cc2)Nc2nc(N)nn21 (configuration not stated)
  0	0	-1	-6	i	-3	-1	4	-8
Cc1sc2nc(NCCO)[nH]c(=O)c2c1C
  8	3	-6	3	i	-5	-3	0	-16
Cc1cccn2c(=O)c3cc(C#N)c(=NC(=O)c4cccnc4)n(CC4CCCO4)c3nc12 (configuration not stated)
  -44	134	2	-23	/	-5	-4	-1	21*
CN(CC(=O)NCc1ccccn1)S(=O)(=O)c1cc(Cl)ccc1Cl
  -7	-1	-7	12	i	-3	-2	3	-4
CCOC(=O)N1CCN(C(=O)COc2ccc(S(=O)(=O)NCC(C)C)cc2C)CC1
  -8	-3	-5	4	i	-3	3	2	-8
N#CC(=C(O)COC(=O)CCC1CCCCC1)c1nc2ccccc2[nH]1
  -29	-18	-9	-6	i	-1	5	0	-6
Cc1cc(C)n2nc(C(=O)NC3CCCc4ccccc43)nc2n1 (configuration not stated)
  1	4	-2	0	i	-7	1	-3	-2
Cc1ccc(C)c(CSc2nnc(-c3cccnc3)n2N)c1
  -8	-5	-9	-18	i	-7	0	5	-10
CCOc1nc(Nc2ccccc2)nc(OCC)n1
  0	5	-2	3	i	-1	0	1	0
CC(=O)Nc1ccc2nc(NC(=O)CS(=O)(=O)c3ccccc3)sc2c1
  -5	10	-3	1	i	-3	0	4	9
Cc1cc(C)c2c(c1)c1nnc(SCCN3CCOCC3)nc1n2C
  -1	30	4	-2	i	-2	0	1	-4
Cn1nccc1-c1ccc(C(=O)Nc2cccc(NS(C)(=O)=O)c2)c2occc12
  -5	4	-2	37*	i	-3	4	2	-2
COc1ccc(/C=N/NC(=O)CCc2c(C)n[nH]c2C)cc1OC
  5	-5	-4	5	i	-1	-3	-1	-2
Cc1ccc(-n2ccnc2SCC(=O)N(CC(C)C)C2CCS(=O)(=O)C2)c(C)c1 (configuration not stated)
  0	-42	0	26	i	-1	4	1	3
COc1ccc(NC(=O)c2cc(Br)ccc2Cl)c([N+](=O)[O-])c1
  6	14	5	7	i	-5	6	-3	-6
CC(C)(C)NC(=O)NC(=O)COC(=O)c1ccco1
  -5	-5	-7	-17	i	0	-1	-1	-8
COC(=O)C1=CN(CCOC23CC4CC(CC(C4)C2)C3)C=C(C(=O)OC)C1c1ccsc1
  -8	-2	28	5	/	-1	1	-29	7
CCC(C(=O)O/N=C(\N)c1ccc(C)cc1)c1ccccc1 (configuration not stated)
  -2	-12	0	18	i	-7	-1	1	-6
Cc1nc(Cl)sc1C(=O)Nc1ccccc1
  9	2	-3	9	i	-5	-4	3	-7
Cc1ccc2[nH]c3c(=O)n(CC(=O)NCCCN(C)Cc4ccccc4)ncc3c2c1
  0	-9	-6	19	/	-2	0	-1	-10
CNC(=S)N/N=C(\C)c1ccccc1
  -1	15	-4	1	i	-4	-4	2	1
O=C(c1ccc(S(=O)(=O)NCc2ccco2)cc1)N1CCN(Cc2ccccc2F)CC1
  -2	18	-6	-1	i	-2	-1	0	-2
CC(NC(=O)CCNC(=O)c1ccc(Br)cc1)c1ccc(S(N)(=O)=O)cc1 (configuration not stated)
  1	3	-5	-10	i	-14	0	1	-1

Screens (PubChem BioAssay)
